High-throughput results as filed in PubChem.
AI-2 QS modul: modulators of Vibrio harveyi AI-2 quorum sensing system; activity change, % at 7.5 µM; 300,000 compounds, 0.4% hits; AID 2094; Vibrio harveyi JMH597 AI-2 luminescence/OD600 ratio, 9 h; active compounds read low; strain lacks LuxN and CqsS sensors; 0 = neutral-control median; in the data active = activity change below about -75%, passing the limit was not always enough;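 also: luminescence divided by OD600 gain over 9 h not by final OD600 alone; inactives centre near 13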
TRPC6 activator: activates the mouse TRPC6 cation channel | HEK293-TRPC6 membrane potential dye fluorescence; active compounds read high | B-score at 10 µM | Q61143 | 310,000 compounds, 0.13% hits;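 active = B-score of the integrated fluorescence ratio above library mean plus 3 SD, and starting fluorescence ratio within library mean plus 5 SD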;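 also: higher score means more depolarization so channel activation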
Target sequence (Q61143 whole entry, looked up): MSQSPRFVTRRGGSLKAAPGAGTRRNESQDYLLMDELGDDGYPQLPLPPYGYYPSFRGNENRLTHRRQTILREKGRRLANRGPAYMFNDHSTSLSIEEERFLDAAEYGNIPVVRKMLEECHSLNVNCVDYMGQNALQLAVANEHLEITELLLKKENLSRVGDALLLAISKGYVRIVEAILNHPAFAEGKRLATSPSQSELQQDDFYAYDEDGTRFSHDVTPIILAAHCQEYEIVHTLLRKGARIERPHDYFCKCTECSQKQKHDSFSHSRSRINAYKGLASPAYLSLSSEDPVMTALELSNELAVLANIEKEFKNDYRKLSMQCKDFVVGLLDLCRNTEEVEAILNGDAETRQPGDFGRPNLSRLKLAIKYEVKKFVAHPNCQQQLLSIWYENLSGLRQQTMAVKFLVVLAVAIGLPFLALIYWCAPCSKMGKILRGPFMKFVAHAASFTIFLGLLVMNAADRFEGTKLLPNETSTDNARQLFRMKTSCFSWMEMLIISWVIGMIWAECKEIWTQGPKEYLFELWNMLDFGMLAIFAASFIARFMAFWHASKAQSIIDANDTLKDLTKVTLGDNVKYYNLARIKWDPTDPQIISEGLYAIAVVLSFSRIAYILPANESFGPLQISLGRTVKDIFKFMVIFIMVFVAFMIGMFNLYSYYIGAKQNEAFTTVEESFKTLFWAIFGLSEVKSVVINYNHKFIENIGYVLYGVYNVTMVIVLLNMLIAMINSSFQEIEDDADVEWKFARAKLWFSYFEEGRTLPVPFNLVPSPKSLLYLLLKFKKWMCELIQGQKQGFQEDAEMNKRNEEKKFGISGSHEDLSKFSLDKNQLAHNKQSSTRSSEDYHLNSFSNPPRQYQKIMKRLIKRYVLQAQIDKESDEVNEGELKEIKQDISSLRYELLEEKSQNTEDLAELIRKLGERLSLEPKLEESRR
TRPC4 act: TRPC4 (mouse) channel activation. Q9QUQ5. HEK293 TRPC4beta/mu-opioid, Fluo4 calcium fluorescence; active compounds read high. B-score at 10 µM. 310,000 compounds, 0.49% hits;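 active = B-score above 5 SD of library B-scores, and initial fluorescence ratio not above library mean plus 5 SD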;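 also: positive B-score marks a calcium rise read as TRPC4 activation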
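Assay system – TRPC4beta and mu-opioid receptor HEK293 stable cells · Measured by – Fluo4 fluorescence, kinetic · Schedule – dye loading 45 min room temperature, 110 s kinetic read · Read-out – B-scored integrated calcium fluorescence ratio · Controls – buffer and maximal DAMGO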
HIF act: HIF pathway transcriptional activation; activation, % at 7.5 µM (by protocol); U2OS HRE-luciferase reporter, luminescence; normalized: DMSO 0%, desferrioxamine 100%; 300,000 compounds, 0.32% hits;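 active = mean activation of at least 10% of the iron chelator positive control signal, with at least half of replicates also reaching 10%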
PolyA inhibitor: inhibitors of polyadenylation in S. cerevisiae; S. cerevisiae SKY197-pL101 polyadenylation reporter, beta-gal luminescence; efflux-impaired pdr1/pdr3 knockout yeast; score 100 = 6 SD above DMSO; calls only at 12 µM; 300,000 compounds, 0.02% hits; AID 1875;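 active = lowest replicate activity score at least 50, where 100 means six control SD above control mean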;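 also: yeast exposed to compound for 9 h at 30 °C; higher score means more reporter readthrough which indicates perturbed polyadenylation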
TRPC4 block: blocks the mouse TRPC4 cation channel | HEK293 TRPC4beta/mu-opioid, DAMGO-evoked Fluo4 calcium flux; active compounds read low | 300,000 compounds, 0.39% hits | Q9QUQ5 | B-score at 10 µM;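 active = B-score over 3 SD under the library average, no early fluorescence shift, positive overall ratio signal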
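Assay system: TRPC4beta/mu-opioid receptor HEK293 cell line; compound dosing: single concentration per test compound; detection: Fluo4 Ca2+ flux fluorescence; evaluation: per-well B score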
MrgX1 antag: human MrgX1 receptor antagonism, primary screen; Q96LB2; MRGX1-HEK293 calcium flux, Fluo-4, BAM8-22 antagonism; active compounds read low; B-score at 10 µM; 310,000 compounds, 1.3% hits;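 active = calcium-response B-score plate-corrected more than 3 library SD below zero, starting fluorescence within 5 deviations, no agonist response on first addition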;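 also: peak minus trough fluorescence over baseline after final BAM8-22 challenge near maximal dose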
TRPC4 PAM: allosterically enhances the mouse TRPC4 cation channel; Q9QUQ5; HEK293 TRPC4beta/mu-opioid, DAMGO EC20, Fluo-4 Ca2+ flux; active compounds read high; B-score at 10 µM; 310,000 compounds, 0.42% hits; AID 2227;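 active = B-score of calcium response area above 5 SD of library B-scores, with initial fluorescence ratio within 5 SD of library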;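 also: B-score of integrated fluorescence ratio over time as area under calcium response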
TRPC6 inhibitor: blocks the mouse TRPC6 cation channel. HEK293-TRPC6, membrane potential dye, ACh-evoked depolarization; active compounds read low. B-score at 10 µM. 310,000 compounds, 1.1% hits. AID 2553;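 active = B-score under library mean minus 3 SD, initial fluorescence not abnormally high, positive integrated signal ratio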;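 also: B-score derived from integrated fluorescence ratio over the kinetic read; more negative B-score means stronger inhibition of depolarization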
MrgX1 allo act: human MrgX1 positive allosteric modulation, primary screen. Q96LB2. MrgX1-HEK293, Fluo-4 calcium flux, FDSS; active compounds read high. B-score at 10 µM. 310,000 compounds, 0.63% hits. AID 588675;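 active = plate-corrected calcium response at least 3 library SD above typical, normal starting fluorescence, not activating the receptor alone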;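 also: compound read alongside a low EC10 to EC30 dose of BAM8-22 agonist; peak minus trough fluorescence over baseline measured at the second addition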
MrgX1 agonist: agonists of human MrgX1 receptor | Q96LB2 | B-score at 10 µM | 310,000 compounds, 0.44% hits | MrgX1-HEK293 cells, Fluo-4 calcium fluorescence, agonist mode; active compounds read high;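 active = calcium response B-score plate-corrected fluorescence ratio at least 3 library SD, with starting fluorescence B-score inside 5 SD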
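Material: MrgX1-expressing HEK293 cells; input: 15,000 cells per well; doses: test compound given as first of three sequential additions; schedule: overnight plating before 1 h dye loading; technique: Fluo-4 NW calcium-flux fluorescence, kinetic read; evaluation: baseline-normalised fluorescence change ratio, B-scored; control set: plate-wise positive and negative controls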
Numbers without * were called inactive; i = inactive; . = no result given.

SMILES | PolyA inhibitor | MrgX1 allo act | TRPC4 PAM | HIF act | MrgX1 agonist | TRPC6 activator | AI-2 QS modul | TRPC6 inhibitor | TRPC4 act | MrgX1 antag | TRPC4 block
COc1ccc(C(=O)NCC(=O)NCC(c2ccco2)N(C)C)cc1OC (stereo not drawn) | i | i | i | 0.2 | i | i | 11.8 | i | i | i | i
CC(=O)Nc1ccc(NC(=O)c2ccc(Cn3cc(Cl)cn3)cc2)cc1 | i | i | i | 0.2 | i | i | 10.4 | i | i | i | i
CCc1ccc(Nc2nnc(SCC(=O)Nc3cccnc3Cl)s2)cc1 | i | i | i | 1.6 | i | i | 6.9 | i | i | i | i
Cc1cccc(N2CCN(C(=O)C3CCCN(S(=O)(=O)c4cnc[nH]4)C3)CC2C)c1 (stereo not drawn) | i | i | i | -0.2 | i | i | 12.2 | i | i | i | i
Cc1cc(C)c(S(=O)(=O)N2CCOC2CNC(=O)C(=O)NCc2ccco2)c(C)c1 (stereo not drawn) | i | i | i | 0.4 | i | i | -10.2 | i | i | i | i
Cn1c(SCC(=O)Nc2ccccc2)nnc1C(F)(F)F | i | i | i | -0.5 | i | i | 12.1 | i | i | i | i
Clc1nccnc1-c1ccccc1 | i | i | i | 0.1 | i | i | 10.1 | i | i | i | i
CC(=O)Nc1ccc(NC(=O)Oc2ccccc2)cc1 | i | i | i | . | i | i | -36.2 | i | i | i | i
Cc1c(Cl)c(C(=O)Nc2nc3ccccc3n2CCN2CCCCC2)nn1C | i | i | i | 0.0 | i | i | 3.1 | -8.21* | i | i | i
O=C(CCN1C(=O)c2ccccc2C1=O)C1=NN[C@@H]2C(=O)N(c3cccc(Cl)c3)C(=O)[C@H]12 | i | i | i | 0.4 | i | i | 12.9 | i | i | i | i
Cc1ccc(-c2csc(N)n2)s1 | i | i | i | 2.8 | i | i | 11.3 | i | i | i | i
CC(C)C(=O)Nc1ccc(Oc2ccc3c(c2)C(=O)NC3=O)cc1 | i | i | i | -1.2 | i | i | . | i | i | i | i
O=C(CSCc1ccc(Cl)cc1Cl)Nc1ccc(O)cc1C(=O)O | . | i | i | 1.0 | i | i | 28.3 | i | i | i | i
Cc1cc(N)n(-c2ccc(C)c(C)c2)n1 | i | i | i | 0.2 | i | i | 19.8 | i | i | i | i
COc1ccc(/C=C/C(=O)N2CCN(C)CC2)cc1S(=O)(=O)N1CCCCC1 | i | i | i | . | i | i | -1.6 | i | i | i | i
COc1ccc(C2(C)CC(C)(C)Nc3ccccc32)cc1 (stereo not drawn) | i | i | i | 0.0 | i | i | -13.2 | i | i | i | i
O=C(Cc1ccccc1)Nc1ccc(Cl)cn1 | i | i | i | -0.1 | i | i | -9.9 | i | i | i | i
NC(=O)C1CCN(C(=O)c2ccc3c(c2)S(=O)(=O)c2ccccc2C3=O)CC1 | i | i | i | -0.4 | i | i | -15.1 | i | i | i | i
CCC(=O)Oc1c(C(=O)CC)cc2c(C)cc(=O)oc2c1C | i | i | i | 2.1 | i | i | 17.6 | i | i | i | i
O=C(/C=C\c1ccccc1)Nc1nccs1 | i | i | i | -2.6 | i | i | -4.5 | i | i | i | i
Cc1ccc(-c2cc(C(=O)N3CC4(C)CC3CC(C)(C)C4)no2)cc1 (stereo not drawn) | i | i | i | 0.0 | i | i | 29.2 | i | i | i | i
CC1CC(C)CN(S(=O)(=O)c2ccc(C(=O)NN3CCOCC3)cc2)C1 (stereo not drawn) | i | i | i | 0.0 | i | i | 15.5 | i | i | i | i
COc1cc(NC(=O)c2cccnc2)ccc1-c1cc2ccccc2oc1=O | i | i | i | -1.1 | i | i | 30.7 | i | i | i | i
O=C(Nc1ccc(F)cc1)OCCN1CCN(Cc2ccccc2)CCC1=O | i | i | i | 0.8 | i | i | 11.5 | i | i | i | i
CC(=O)Nc1ccc(NC(=O)/C(Cl)=C/c2ccccc2)cc1 | i | i | i | 2.9 | i | i | 33.5 | i | i | i | i
O=C(Nc1ccc(Nc2ccccc2)cc1)c1ccc(Cl)cc1[N+](=O)[O-] | i | i | i | 0.3 | i | i | -86.5* | i | i | i | i
Cc1cc(C)n2nc(CNS(=O)(=O)c3c(F)c(F)c(F)c(F)c3F)nc2n1 | i | i | i | 0.6 | i | i | 5.7 | i | i | i | i
Cc1ccc(NC(=O)N2CCN(c3ccccn3)CC2)cc1 | i | i | i | 0.5 | i | i | 6.2 | i | i | i | i
O=C(Cc1c(Cl)cccc1Cl)Nc1ccncc1Cl | i | i | i | 0.0 | i | i | 42.3 | i | i | i | i
COc1ccc(NC(=O)CCCN2C(=O)C3C4C=CC(C4)C3C2=O)c(OC)c1 (stereo not drawn) | i | i | i | -2.3 | i | i | 4.5 | i | i | i | i

Looked up one by one from the entries so far:
SMILES | PolyA inhibitor | MrgX1 allo act | TRPC4 PAM | HIF act | MrgX1 agonist | TRPC6 activator | AI-2 QS modul | TRPC6 inhibitor | TRPC4 act | MrgX1 antag | TRPC4 block
CC(=O)Nc1ccc(NC(=O)/C(Cl)=C/c2ccccc2)cc1 | i | i | i | 2.9 | i | i | 33.5 | i | i | i | i
Cc1ccc(-c2cc(C(=O)N3CC4(C)CC3CC(C)(C)C4)no2)cc1 (stereo not drawn) | i | i | i | 0.0 | i | i | 29.2 | i | i | i | i

(list continues)
SMILES | PolyA inhibitor | MrgX1 allo act | TRPC4 PAM | HIF act | MrgX1 agonist | TRPC6 activator | AI-2 QS modul | TRPC6 inhibitor | TRPC4 act | MrgX1 antag | TRPC4 block
COc1ccc(/C=C/C(=O)NCC(=O)N/N=C/c2cc(Br)ccc2OC)cc1 | i | i | i | . | i | i | 13.8 | i | i | i | i
O=C(NCc1ccccc1Cl)C(=O)NCC1OCCCN1S(=O)(=O)c1cccs1 (stereo not drawn) | i | i | i | -6.0 | i | i | 19.0 | i | i | i | i
O=c1c2sc3ccccc3c2[nH]c(=S)n1CCN1CCOCC1 | i | i | i | 0.4 | i | i | 0.3 | i | i | i | i
Cc1ccc(N=Cc2ccc(O)cc2O)cc1F | . | i | i | 1.5 | i | i | 45.9 | i | i | i | i
CN(CCN1CCOCC1)C(=O)c1cc(COc2ccc(F)c(F)c2)on1 | i | i | i | 1.2 | i | i | 14.2 | i | i | i | i
CCN(CC)C(=O)CSc1nc(-c2ccc(C)cc2)nc2c1COC(C)(C)C2 | i | i | i | 1.8 | i | i | 10.7 | i | i | i | i
CC(C)c1ccc(CNC(=O)CCc2ccccc2)cc1 | i | i | i | 0.3 | i | i | -88.8* | i | i | i | i
Cc1nnsc1SCCNC(=O)Nc1ccc(Cl)cc1 | i | i | i | 3.0 | i | i | 10.3 | i | i | i | i
Cc1ccc(Nc2c(-c3ccc(C)o3)nc3cnccn23)cc1 | i | i | i | 3.8 | i | i | 11.5 | i | i | i | i
CCn1c(CC(=O)Nc2ccc(OC)cc2)nnc1SCC(=O)N1CCOCC1 | i | i | i | 1.1 | i | i | 46.0 | i | i | i | i
CCn1c(SCC(=O)Nc2nc(-c3ccccc3)cs2)nnc1-c1ccccc1O | i | i | i | 0.0 | i | i | 81.7 | i | i | i | i
Cc1cc(C)c(S(=O)(=O)NCC(CCC(=O)O)C(F)(F)F)c(C)c1 (stereo not drawn) | i | i | i | 1.0 | i | i | 10.3 | i | i | i | i
Cc1cc(O)c(N)c(C)c1Cl | i | i | i | 0.1 | i | i | 6.4 | i | i | i | i
CC(C)[C@H](NC(=O)Nc1cccc(Br)c1)C(=O)O | i | i | i | 0.3 | i | i | 9.2 | i | i | i | i
CCCCOc1ccc(C(=O)NCCOc2cccc(OC)c2)cc1 | i | i | i | -0.1 | i | i | 17.9 | i | i | i | i
Cc1ccccc1C(=O)N/N=C/c1ccncc1 | i | i | i | 1.0 | i | i | -5.2 | i | i | i | i
COc1cc(S(=O)(=O)NCc2ccncc2)c(OC)cc1Br | i | i | i | -0.1 | i | i | 12.6 | i | i | i | i
O=S(=O)(NCCO)c1cccc2cccnc12 | i | i | i | . | i | i | 28.5 | i | i | i | i
CCC(C)(C)NC(=O)C(c1cccn1C)N(C(=O)Cn1nnc2ccccc21)c1ccc(NC(C)=O)cc1 (stereo not drawn) | i | i | i | 0.2 | i | i | 36.7 | i | i | i | i
N/C(=N\c1nc2c(c(=O)[nH]1)CCC2)Nc1cccc(Cl)c1 | i | i | i | 1.5 | i | i | 0.7 | i | i | i | i
CCc1nnc(NC(=O)c2cccc(S(=O)(=O)N3CCCCC3)c2)s1 | i | i | i | -0.3 | i | i | 18.9 | i | i | i | i
COc1ccc(OCCNS(=O)(=O)c2ccccc2)cc1 | i | i | i | -0.2 | i | i | 11.0 | i | i | i | i
CCOc1ccccc1C1CC(c2ccccc2)Nc2nc(N)nn21 (stereo not drawn) | i | i | i | 0.0 | i | i | 16.8 | i | i | i | i
CCC(C)N(C)C1CCN(C(=S)Nc2ccc(OC)cc2)CC1 (stereo not drawn) | i | i | i | 0.5 | i | i | 12.9 | i | i | i | i
C=CCNC(=S)NNC(=O)c1cc(Cl)ccc1OC | i | i | i | -0.3 | i | i | 18.3 | i | i | i | i
O=c1oc2cc([N+](=O)[O-])ccc2nc1/C=C(\O)c1cccc(Br)c1 | i | i | i | 16.1* | i | i | 13.5 | i | i | i | i
COc1cc(OC)c(N(C)S(=O)(=O)c2cccc(C(=O)NC(C)C3CC4CCC3C4)c2)cc1Cl (stereo not drawn) | i | i | i | -0.4 | i | i | 9.4 | i | i | i | i
CCC1CCCCN1C(=O)Nc1cc(Cl)ccc1OC (stereo not drawn) | i | i | i | 0.0 | i | i | 19.7 | i | i | i | i
O=C(NCc1ccncc1)C1CCCN1S(=O)(=O)c1ccc(Cl)cc1 (stereo not drawn) | i | i | i | -0.5 | i | i | 19.2 | i | i | i | i
CCOC(=O)C1=NN(C(=O)c2ccc(C)cc2)C(O)(c2ccc(Cl)cc2)C1 (stereo not drawn) | i | i | i | -0.2 | 53.6* | 17.6* | 28.0 | -8.01* | 90* | i | i

This is a subset, so the mix of outcomes need not match the whole.
